# Assay outcomes: PubChem, several laboratories
# TbHK1 inh = blocks Trypanosoma brucei hexokinase 1 activity | recombinant TbHK1, G6PDH-coupled NADH A340 | inhibition, % at 10 µM | 0.11% of 220,000 active;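 active = inhibition of 50% or more in the single-dose primary screen; inactive = inhibition below 50%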
# Calpain2 inh = inhibitors of pig calpain II; purified calpain II, fluorogenic peptide substrate, 30 min; inhibition, % at 16 µM; 0.37% of 220,000 active;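 active = inhibition above about 50%, limit read from the data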
# EBV gp42 inh = EBV gp42 inhibition | Q1HVG2 | Fluorescence polarization binding assay, mP read-out | inhibition, % (tested at 21.74 µM) | 0.42% of 220,000 active | AID 1085; in the data active = inhibition above about 50%
# Target sequence (Q1HVG2 whole entry, looked up): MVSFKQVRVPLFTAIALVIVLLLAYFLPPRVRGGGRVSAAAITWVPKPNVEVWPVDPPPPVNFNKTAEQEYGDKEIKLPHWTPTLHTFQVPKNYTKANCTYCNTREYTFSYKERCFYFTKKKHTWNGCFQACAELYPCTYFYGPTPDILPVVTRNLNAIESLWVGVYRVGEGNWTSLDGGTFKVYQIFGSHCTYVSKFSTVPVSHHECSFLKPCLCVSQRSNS
# p47phox inh = inhibitors of human p47phox binding | p47phox/p22phox peptide binding, fluorescence polarization, 2 h | P14598 | inhibition, % at 24.7 µM | 0.53% of 220,000 active | AID 1274;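 active = inhibition above about 30%, limit read from the data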;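 also: 0% = p47phox with labelled peptide and 100% = labelled peptide alone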
# RBBP9 inh = human RBBP9 hydrolase inhibition; recombinant RBBP9, FP-Rh probe fluorescence polarization; inhibition, % at 7.94 µM; 0.2% of 220,000 active;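 active = inhibition above the campaign mean of all tested compounds plus 3 SD, cut at about 14% in these data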;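 also: plate controls were DMSO wells with RBBP9 for no effect and wells lacking RBBP9 protein for full effect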
#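 Measured by: FP readout at 525/598 nm; material: recombinant human RBBP9; also added: Serine-hydrolase probe FP-Rh, 375 nM pre-mixing; medium: Tris buffer pH 8.0, NaCl, Pluronic; replication: one well per compound; doses: one concentration, 7.94 µM nominal, 0.794% DMSO; timing: preincubation 30 min plus labeling 45 min at 25 °C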
# Furin inhibitor = human furin inhibition; P09958; purified furin, fluorogenic substrate cleavage; inhibition, % at 30 µM; 0.061% of 220,000 active; AID 463115; in the data active = inhibition above about 25%; also: inactives centre near -15
# Runt-CBFb FRET = inhibitors of human RUNX1 Runt domain binding to CBFb; inhibition, % at 20 µM; 0.46% of 220,000 active; Cerulean-Runt/Venus-CBFb FRET ratio 530/480, 1 h; Q01196+Q13951; AID 1496;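 active = inhibition over about 50% at 20 µM in the single-dose screen, limit read from the data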;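 also: 0% = DMSO wells and 100% = excess unlabeled CBFb competitor control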
# Target sequence (Q01196 whole entry, looked up, the tested form may be a part): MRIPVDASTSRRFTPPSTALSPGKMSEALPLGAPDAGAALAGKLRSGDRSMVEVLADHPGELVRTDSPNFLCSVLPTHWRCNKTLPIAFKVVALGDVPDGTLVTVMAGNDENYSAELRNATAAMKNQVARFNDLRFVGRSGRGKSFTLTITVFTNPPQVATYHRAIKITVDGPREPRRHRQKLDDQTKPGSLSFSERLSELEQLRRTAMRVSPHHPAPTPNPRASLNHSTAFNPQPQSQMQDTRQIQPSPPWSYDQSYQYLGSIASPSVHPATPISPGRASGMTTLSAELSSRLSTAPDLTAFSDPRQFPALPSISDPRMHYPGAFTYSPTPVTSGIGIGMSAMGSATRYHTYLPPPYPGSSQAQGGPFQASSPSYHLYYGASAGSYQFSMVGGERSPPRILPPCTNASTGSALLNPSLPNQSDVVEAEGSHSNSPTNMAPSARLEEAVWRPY
# Target sequence (Q13951 whole entry, looked up, the tested form may be a part): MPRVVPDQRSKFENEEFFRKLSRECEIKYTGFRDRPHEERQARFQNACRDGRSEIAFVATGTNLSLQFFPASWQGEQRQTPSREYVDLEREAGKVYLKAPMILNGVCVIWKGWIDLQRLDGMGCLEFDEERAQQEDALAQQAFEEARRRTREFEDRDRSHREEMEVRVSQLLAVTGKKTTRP
#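 Buffer or medium: Tris pH 7.5 buffer with BSA. Assay system: Cerulean-labeled Runt domain protein. Amount: each fluorescent fusion protein 100 nM. Read-out basis: loss of energy transfer signal. Incubation: 1 h compound exposure, room temperature. Probe or stimulus: Venus-CBFb binding partner, 100 nM. Detection: FRET, excitation 422 nm, emission at 530 and 480 nm.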
# Runt-SMMHC FRET = inhibitors of human RUNX1 Runt domain binding to CBFb-SMMHC | Cerulean-Runt/Venus-CBFb-SMMHC FRET ratio 530/480, 1 h | Q01196+Q13951 | 0.74% of 220,000 active | inhibition, % at 20 µM;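 active = mean inhibition across duplicate retests at 20 µM reaching about 50%, limit read from the data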;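 also: 0% = DMSO wells and 100% = wells with excess untagged CBFb-SMMHC; inhibitors lower the FRET ratio by blocking Runt binding to CBFb-SMMHC; some results filed as inactive read as strong as hits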
# p97 ATPase inh = human p97 ATPase inhibition. recombinant p97 ATPase, Kinase-Glo ATP luminescence, 3 h. inhibition, % at 8 µM. 0.42% of 220,000 active; in the data active = inhibition above about 15%;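 also: 0% = DMSO vehicle and 100% = wells lacking enzyme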
# The depositor's hits bear a star; · = not tested or not shown; [ ] = remark or other dose.
SMILES,TbHK1 inh,Calpain2 inh,EBV gp42 inh,p47phox inh,RBBP9 inh,Furin inhibitor,Runt-CBFb FRET,Runt-SMMHC FRET,p97 ATPase inh
O=C1CCC(=O)N1c1cccc(-c2nc3ccccc3o2)c1,-2,-23,15,-11,·,-23,2,1,·
COc1ccc(OCC(=O)N/N=C2\CCCc3ccccc32)cc1,-5,16,-17,-9,-8,-4,0,2,0
N#Cc1nc(COc2ccc(Br)cc2)oc1N1CCCC1,4,27,-6,-13,-13,-2[20 µM],0,1,-1
Cc1ccc(S(=O)(=O)NC2=NCCCCC2)cc1,-2,8,-23,-10,0,-12,4,-5,7
O=c1c2[nH]c3ccccc3c2ncn1C1CCCCC1,-6,-80,-6,-6,-2,2,-1,-4,5
Cc1cccc(NC(=S)N/N=C/c2cccn2Cc2ccc(F)cc2)c1,-2,-12,-16,-13,-3,-18,5,-3,-1
COc1ccc(C(C)=O)cc1CSc1nnc2c(Cl)cc(Cl)cn12,3,45,-6,-9,-14,-36,2,-2,2
Cc1ccc(CN2CCN(/N=C/c3ccc(C(F)(F)F)cc3)CC2)cc1,3,-2,-2,-13,-4,-12,-2,2,1
CCOC(=O)NN1C(=O)c2ccccc2NC1c1ccc(N(C)C)cc1 (stereo not drawn),-13,-4,-4,-2,3,-26,-1,-6,1
Cc1ccccc1N=C/C=C1\N(C)c2ccccc2C1(C)C,-15,-29,-12,-143,-3,-16[20 µM],3,-4,5
Cn1c(=O)[nH]c(=O)c2c1nc(CN(Cc1ccccc1)Cc1ccccc1)n2CCN1CCOCC1,28,8,-8,-14,-11,-20,-6,2,0
O=C(Oc1cc(=O)oc2ccccc12)c1cccnc1Cl,1,-6,5,-4,-5,-19,-4,-6,5
Cc1ccc(OCC(=O)NCCN2CCOCC2)cc1C,-1,-12,-5,-7,0,-7[20 µM],1,-2,2
Cc1ccccc1N/C(=N/S(=O)(=O)c1ccccc1)c1ccc(F)cc1,-12,-6,-7,-155,-4,-27,0,3,3
N#CCSc1nnc(Nc2ccccc2)s1,-13,-55,-27,-36,-5,-9[20 µM],1,-1,4
CC1CC(=O)C2=C(C1)Nc1ncnn1C2c1ccccc1 (stereo not drawn),-21,-19,-7,-2,-5,-12,1,-1,2
COC(=O)c1cc(OC)c(OC)cc1NC(=O)Nc1ccc(OC)cc1,-5,-18,-3,2,4,-21[20 µM],2,2,3
O=C1NCC2=C1C(c1ccc(Br)cc1)Nc1ccccc1N2 (stereo not drawn),-10,11,-23,-6,-6,-26,0,-14,-3
Cc1cccc(CSc2nc3c(c(=O)[nH]2)CCC3)c1,7,23,-7,1,-7,-11,1,0,-2
Cc1cccc(CSc2nc3c(c(-c4cccs4)c2C#N)CN(C)CC3)c1,0,0,-7,28,2,2,5,-8,6
O=C(c1cc(C2CC2)on1)N1CCN(c2ccccc2)CC1,2,-28,0,17,-5,-17,2,-3,-2
Cc1ccc(CN2CCN(/N=C/c3ccc(C(=O)O)cc3)CC2)c(C)c1,-8,-12,-4,3,-2,-12,2,1,-1
O=C(CCc1nc2ccccc2[nH]1)Nc1ccc(F)cc1,1,-33,-12,-7,2,-18[20 µM],1,1,-1
Cc1ccc(C)c(/C=N/Nc2nc3ccccc3c(=O)n2O)c1,-22,-24,-13,-13,3,-18,51*,19,7
CCN(CC)CCCNc1nc(N)c([N+](=O)[O-])c(NCCO)n1,-68,-10,-9,-13,-4,22,2,-2,6
COCCN1C=C(C(=O)OC)C(c2ccc(OC)c(OC)c2)C(C(=O)OC)=C1,-10,-194,4,3,-3,-23,12,39,4
CCOc1cc(C2C(C#N)=C(N)Oc3n[nH]c(-c4ccncc4)c32)cc([N+](=O)[O-])c1O (stereo not drawn),-2,-13,-8,-4,1,-15,1,-6,2
COc1ccc(OC)c(S(=O)(=O)Nc2cccc(-c3ccc4nncn4n3)c2)c1,-7,-28,-4,-13,-7,-3,-4,2,4
CCN(CC)C(=O)c1ccc(C)c(Br)c1,1,-21,-13,-9,7,-19[20 µM],-1,4,5
CCOC(=O)CNC(=O)CN1C(=O)CC(c2ccccc2)S(=O)(=O)c2ccccc21 (stereo not drawn),-1,-9,-12,-6,-6,-30,0,-6,1

# Some of the entries so far, with values under each structure.
# Second line of a record: TbHK1 inh | Calpain2 inh | EBV gp42 inh | p47phox inh | RBBP9 inh | Furin inhibitor | Runt-CBFb FRET | Runt-SMMHC FRET | p97 ATPase inh
Cc1ccc(CN2CCN(/N=C/c3ccc(C(=O)O)cc3)CC2)c(C)c1
 : -8 | -12 | -4 | 3 | -2 | -12 | 2 | 1 | -1
O=C(CCc1nc2ccccc2[nH]1)Nc1ccc(F)cc1
 : 1 | -33 | -12 | -7 | 2 | -18[20 µM] | 1 | 1 | -1
Cc1ccc(C)c(/C=N/Nc2nc3ccccc3c(=O)n2O)c1
 : -22 | -24 | -13 | -13 | 3 | -18 | 51* | 19 | 7
CCN(CC)CCCNc1nc(N)c([N+](=O)[O-])c(NCCO)n1
 : -68 | -10 | -9 | -13 | -4 | 22 | 2 | -2 | 6
COCCN1C=C(C(=O)OC)C(c2ccc(OC)c(OC)c2)C(C(=O)OC)=C1
 : -10 | -194 | 4 | 3 | -3 | -23 | 12 | 39 | 4

# The listing continues.
SMILES,TbHK1 inh,Calpain2 inh,EBV gp42 inh,p47phox inh,RBBP9 inh,Furin inhibitor,Runt-CBFb FRET,Runt-SMMHC FRET,p97 ATPase inh
COc1cc(C(=O)NCc2nnc(SCC(=O)Nc3nc4ccc(C)cc4s3)o2)cc(OC)c1OC,-4,-14,8,-12,-2,-21,37,25,5
C=CCSc1ncc(C#N)c(N)n1,-4,19,-6,-5,5,-14[20 µM],0,-3,4
O=C(C1CCN(C2CC(=O)N(c3ccc(F)cc3)C2=O)CC1)N1CCOCC1 (stereo not drawn),3,4,-11,-11,-6,-12[20 µM],3,2,0
Cc1nn(-c2ccccc2)c(N2CCCC2)c1/C=N/NC(=S)Nc1cc(C(F)(F)F)ccc1Cl,-18,-54,-6,-13,-5,-19,2,5,6
O=S(=O)(Cc1c(F)cccc1Cl)c1ncn[nH]1,2,-4,1,-18,5,-21,1,-2,1
CC(=O)c1c(O)cc(=O)n(-c2ccccc2)c1-c1ccc(Cl)cc1,-8,-13,-15,-13,-5,-13,1,4,0
Cc1ccc(Cl)cc1OCC(=O)NCCOC(=O)Nc1sc(=S)n(C)c1C,-18,-5,-3,-18,-4,-21,-1,-1,3
CC1CCN(c2ccc([N+](=O)[O-])cn2)CC1,-10,21,-23,3,2,-5,2,-1,3
CCCCN(CC)Cc1c(C)[nH]c2ccccc2c1=O,3,-30,-5,-11,6,-24[20 µM],0,0,0
CCOC(=O)c1c(NC(=O)CSc2nnc(C)s2)sc2c1CCN(C)C2,-19,-29,-65,-18,-7,-18[20 µM],79*,135*,1
CCC(C)[C@H](NC(=O)NCCC1=CCCCC1)C(=O)OC (stereo partly drawn),-5,10,-19,-11,-13,-18,0,1,5
O=C(Nn1c(C2CCC2)nc2ccccc2c1=O)c1cccs1,1,19,-14,4,-9,-21,0,3,0
O=C(CSCc1cccc(Cl)c1)N/N=C/c1ccc(OCC(=O)N2CCCCC2)cc1,-3,17,-4,-14,-2,-2[20 µM],-6,-6,3
CCOC(=O)C1CCCN(C(=O)c2cnn3c(C(F)F)cc(-c4ccc(C)cc4)nc23)C1 (stereo not drawn),-26,-204,-2,-7,-3,-13,-5,-8,-8
Cc1c(C(c2ccc([N+](=O)[O-])cc2)c2c(C)n(C)n(-c3ccccc3)c2=O)c(=O)n(-c2ccccc2)n1C,-3,0,-12,-4,-9,-13[20 µM],·,-6,0
O=C(CCSc1nc2ccccc2o1)N1CCOCC1,1,-41,-15,-23,-3,-20[20 µM],-1,-10,1
Cc1ccc(Nc2nc(CSc3nnc(-c4ccc(F)cc4)n3C)cs2)cc1,24,9,3,-12,-9,-7,5,4,-3
Cn1c(=O)[nH]c(=O)c2c1nc(NCCCO)n2CCOc1ccccc1,2,-13,-7,-7,2,-23,-1,-1,6
COc1cc(NC(=O)CN2CCN(c3ccccc3O)CC2)c(C)cc1[N+](=O)[O-],-14,-57,-2,-1,0,-11,-1,2,0
COc1ccc(N(CC(=O)O)S(=O)(=O)c2c(C)n[nH]c2C)cc1,4,1,-32,-1,2,-9[20 µM],2,-6,6
CCOC(=O)c1c(NC(=O)COC(=O)CNC(=O)c2ccco2)sc(C)c1C,-4,28,6,-8,-5,-8,-7,-8,-6
Cc1ccc(NCCC#N)cc1C,22,-22,-1,-9,-11,-4,0,3,3
O=Cc1cccn1-c1cccc([N+](=O)[O-])c1,0,-58,-10,4,5,-33,-2,-10,3

# Runt-CBFb FRET: what is marked active above.
SMILES,TbHK1 inh,Calpain2 inh,EBV gp42 inh,p47phox inh,RBBP9 inh,Furin inhibitor,Runt-CBFb FRET,Runt-SMMHC FRET,p97 ATPase inh
Cc1ccc(C)c(/C=N/Nc2nc3ccccc3c(=O)n2O)c1,-22,-24,-13,-13,3,-18,51*,19,7
CCOC(=O)c1c(NC(=O)CSc2nnc(C)s2)sc2c1CCN(C)C2,-19,-29,-65,-18,-7,-18[20 µM],79*,135*,1
